VHR inh color – blocks the human dual specificity phosphatase VHR1; P51452; recombinant VHR phosphatase, colorimetric substrate read-out; inhibition, % at 20 µM; 50,000 tested, 0.7% active; AID 1992; in the data active = inhibition above about 60%; also: some results filed as inactive read as strong as hits
Target sequence (P51452 whole entry, looked up): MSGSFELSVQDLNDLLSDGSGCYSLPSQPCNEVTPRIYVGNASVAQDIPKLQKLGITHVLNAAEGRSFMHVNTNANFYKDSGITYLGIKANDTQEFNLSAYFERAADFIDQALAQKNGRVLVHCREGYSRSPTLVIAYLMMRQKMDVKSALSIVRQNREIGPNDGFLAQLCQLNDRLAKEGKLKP
Starred values were filed as active, the others as inactive. An excerpt. The share of hits here may be higher or lower than overall.

Start of the data: the first five records (preview)
structure,VHR inh color
C=CCN1C(=O)/C(=C\c2ccc(C(=O)OC)cc2)SC1=S,-45.0
CC(/C=C/c1ccc(Br)cc1)=C\C(=O)O,-51.1
O=C1NC(=O)N(c2ccccc2F)C(=O)/C1=C/c1ccc(-c2cc(C(=O)O)ccc2Cl)o1,17.7
O=C(NC1CCCCC1Cc1ccco1)c1cccc2ccccc12 (centres undefined),-0.9
CC1=NN(c2ccc(S(N)(=O)=O)cc2)C(=O)/C1=C\c1ccc(O)c([N+](=O)[O-])c1,1.4

Main list (from the top)
structure,VHR inh color
C=CCN1C(=O)/C(=C\c2ccc(C(=O)OC)cc2)SC1=S,-45.0
CC(/C=C/c1ccc(Br)cc1)=C\C(=O)O,-51.1
O=C1NC(=O)N(c2ccccc2F)C(=O)/C1=C/c1ccc(-c2cc(C(=O)O)ccc2Cl)o1,17.7
O=C(NC1CCCCC1Cc1ccco1)c1cccc2ccccc12 (centres undefined),-0.9
CC1=NN(c2ccc(S(N)(=O)=O)cc2)C(=O)/C1=C\c1ccc(O)c([N+](=O)[O-])c1,1.4
CCN(CC)C(=O)c1sc(NC(=O)c2ccc(OC)cc2OC)c(C(=O)OC(C)C)c1C,-8.0
Cn1c(=O)n(CCOc2ccc(F)cc2)c2ccccc21,-4.2
CC(=O)Nc1ccc(S(=O)(=O)Nc2cccc(-c3nc4ccccc4[nH]3)c2)cc1,-3.0
COC(=O)/C(=C/C(=O)c1ccc(C)cc1)Nc1c(C)n(C)n(-c2ccccc2)c1=O,-13.7
O=C(Nc1ccccc1C(F)(F)F)c1cccc(OCc2ccccc2)c1,114.0*
COC(=O)C1C(O)=C(C=NCc2ccccc2)C(=O)CC1(C)C (centres undefined),-5.5
COc1ccc(OC)c(S(=O)(=O)NCC2CCCO2)c1 (centres undefined),-0.4
O=C1NN(c2ccc(Cl)cc2)C(=O)/C1=C\c1ccc(F)cc1,20.9
COc1ccc(/C=C2\C(=O)NC(=O)N(c3ccc(Br)cc3)C2=O)c(C)c1,-5.2
COc1cc(C(=O)Nc2cc(Cl)cc(Cl)c2)cc(OC)c1OC,1.8
CCOc1ccc(C2C(C(=O)OC)=CNC=C2C(=O)OC)cc1,-9.5
CCOc1ccc(-c2c(C#N)c(N)nc3sc(C#N)c(N)c23)cc1,-3.9
CCOC(=O)c1c(N=CN(C)C)c(C#N)n2c1CCC2,-4.8
CCOc1ccc(-c2nc3sc4c(c3c(=O)[nH]2)CCCC4)c2ccccc12,-3.4
O=c1[nH]cc(CN2CCOCC2)c(=O)[nH]1,-19.9
CC1=C(C(=O)Nc2ccccc2C)C(c2ccccc2Br)NC(=O)N1 (centres undefined),-1.4
CCCOC(=O)c1ccc(NC(=O)CC(C)C)cc1,-11.2
COc1cc(/C=C2\SC(=S)N(C)C2=O)ccc1OC(=O)c1cccc(C)c1,13.7
C=CCOc1ccc(/C=C/C(=O)c2ccc(Cl)cc2)cc1,-6.6
COc1cc(/C=C2\SC(=NCc3ccccc3)N(Cc3ccccc3)C2=O)cc(Br)c1O,-36.4
O=C(NCc1ccc(Cl)cc1)c1ccc(I)cc1,-23.8
Cc1ccc2oc(-c3cc(N)ccc3Cl)nc2c1,7.7
COc1ccc2c(c1OC)C(=O)OC2Nc1cccc(C)n1 (centres undefined),-28.7
CCN(C(=O)c1ccccc1Cl)c1ccccc1,-13.5
COc1ccc(OC)c(NC(=O)c2sc3ccccc3c2Cl)c1,-18.3
Cc1ccc(C(=O)Nc2ccccc2CO)cc1,2.3
O=C(Nc1ccccc1Cl)c1cncc(Br)c1,-21.2
N#C/C(=C\c1ccc(F)cc1)c1nn(CCO)c(N)c1C#N,-11.7
O=C(c1c(Cl)cccc1Cl)N(Cc1ccccc1)c1ccccn1,-4.3
O=C(/C=C/c1ccc(Cl)cc1)Nc1cccnc1,6.2
CCOc1ccc(NC(=O)c2c(NC(=O)CCC(=O)O)sc3c2CCCC3)cc1,-18.6
Cc1ccc(Cl)cc1NC(=O)c1cc(Cl)ccc1Cl,-6.8
CCOC(=O)/C(C#N)=C/c1c(OCC)n(CC)c2ccccc12,-6.6
O=C1CC(N2CCN(c3ccc(F)cc3)CC2)C(=O)N1c1cc(Cl)cc(Cl)c1 (centres undefined),-11.5
O=C(Nc1ccccc1C(=O)c1ccccc1)c1ccccc1Br,-1.8
CN(C(=O)c1ccc(F)cc1)C1CCCCC1,-19.8
CC(=O)c1ccc(N2CCN(S(=O)(=O)c3ccccc3)CC2)c(F)c1,5.8
O=C1Nc2ccc(Br)cc2C(c2ccccc2Cl)=NC1O (centres undefined),-4.3
Cc1[nH]n(-c2ccc(Br)cc2)c(=O)c1C=Nc1ccc(S(=O)(=O)Nc2nccs2)cc1,-76.9
Cc1cc(C)n(CC(O)Cn2c3ccccc3c3ccccc32)n1 (centres undefined),-6.2
Cc1n[nH]c(=S)n(/N=C/c2ccccn2)c1=O,-11.6
Cc1ccc(NC(NC=O)C(Cl)(Cl)Cl)c(C)c1 (centres undefined),-3.8
Cc1cccc(C)c1NC(=O)c1cccc([N+](=O)[O-])c1,7.3
O=C(Nc1ccc(Cl)cc1)C1CC1(c1ccccc1)c1ccccc1 (centres undefined),-7.1
CCc1ccc(S(=O)(=O)Nc2ccc(OC(=O)c3ccc(Cl)cc3)cc2)cc1,-7.1
CCCCC1(C)NCCN2C(=O)CSC21 (centres undefined),-13.3
Cc1nnc(N/N=C/c2ccc(O)cc2)[nH]c1=O,-8.5
CCOC(=O)C(=CNc1cc(Cl)ccc1Cl)C(=O)OCC,-3.5
CCOC(=O)N1CCN(C(=O)/C(=C\c2cccs2)NC(=O)c2cccs2)CC1,2.3
CCC(=O)N(CCC1(c2ccccc2)CCOC(C)(C)C1)c1ccc(OC)c(OC)c1 (centres undefined),5.2
Cc1ccc2c(c1)NC(c1ccc3c(c1)OCO3)C1=C(CC(c3ccccc3)CC1=O)N2 (centres undefined),117.5*
O=C(Nc1ccccc1Oc1ccccc1)c1cc2cc([N+](=O)[O-])ccc2oc1=O,-14.0
COc1ccc(O)c(-c2c(-c3ccc(Cl)cc3)n[nH]c2C)c1,1.2
O=C(O)CCCCC(=O)NC1=NCCS1,-20.6
CCOC(=O)C(CCC(=O)CC(C)C)C(=O)OCC,-1.1

More entries:
structure,VHR inh color
Nc1cc(C(=O)c2ccc(Cl)c(N)c2)ccc1Cl,-1.0
O=C(Nc1cccnc1)c1ccccc1Oc1ccccc1,11.5
NCCc1c[nH]c2ccc(Cl)cc12,0.3
COc1ccc(/C=N/n2cnnc2)cc1COc1ccccn1,-13.5
O=C(O)CN1C(=O)/C(=C2\SC(=S)N(C(Cc3ccccc3)C(=O)O)C2=O)c2ccccc21 (centres undefined),-13.7
Cc1ccc(S(=O)(=O)N/N=C2/CCCc3c2[nH]c2ccccc32)cc1,-14.3
COc1cccc(C(=O)N2N=C(c3cccnc3)CC2(O)C(F)(F)F)c1 (centres undefined),-0.6
CCN(CC)c1ccc(/C=C2\C(=O)NC(=O)N(c3ccc(Br)c(C)c3)C2=O)o1,-7.1
CCOc1ccccc1NC(=O)c1ccc(OC)cc1,-15.3
Cc1ccc2ncnc(Nc3ccc(I)cc3)c2c1,-8.3
O=C1C(=Cc2cccc(Cl)c2)C(=O)c2ccccc21,13.0
O=C(Nc1cc(C(F)(F)F)cc(C(F)(F)F)c1)c1cccc([N+](=O)[O-])c1,3.0
Nc1nnc(COc2ccc(Cl)cc2)s1,-6.5
O=C(/C=C/c1ccco1)N(Cc1ccccc1)Cc1ccccc1,8.4
Cc1ccc(/C(=C\CN2CCCC2)c2ccccn2)cc1,-23.7
CSc1nnc2n(-c3ccc(C)cc3)c(=O)c3c4c(sc3n12)CCCC4,-3.9
C(=N\n1cnnc1SCc1ccccc1)/c1ccco1,9.1
Cc1ccc(S(=O)(=O)NNC(=O)c2ccoc2C)cc1,23.9
O=S(=O)(c1ccc2ccccc2c1)N1CCC(Cc2ccccc2)CC1,8.3
CC(NC(=O)CN(Cc1ccccc1)S(=O)(=O)c1ccccc1)c1ccccc1 (centres undefined),-13.7
O=C1C(=O)N(c2cccc(Cl)c2)C(c2ccccc2)/C1=C(\O)c1ccccc1 (centres undefined),0.0
CC(=O)Oc1cccc(C(=O)Nc2ccc(OCC(=O)O)cc2)c1,1.5
COc1ccc(NC(=O)COc2cccc3ccccc23)c(OC)c1,-5.8
Cc1ccc(/C=C/C(=O)Nc2cccc3ncccc23)o1,61.7
COc1ccc(C(=CCl)c2ccc(OC)cc2)cc1,-33.2
COc1ccc(NC(=O)CCCN2C(=O)c3cccc4cccc(c34)C2=O)cc1,-6.8
O=[N+]([O-])c1ccccc1OCC(O)Cn1cnc2ccccc21 (centres undefined),-20.7
CCOC(=O)C1=NN(C(=O)COc2ccccc2)C(O)(c2ccc(Cl)cc2)C1 (centres undefined),5.1
CCOC(=O)c1c(NC(=O)CSc2nnc3c4ccccc4n(CC)c3n2)sc2c1CCC2,5.6
COc1ccccc1-n1c(CSCC(=O)Nc2ccc3ccccc3c2)nc2ccccc2c1=O,-1.1
Cc1cccc(OCC(=O)N2CCCC2)c1,5.1
COc1ccccc1-n1c(C)c(C(=O)O)c2cc(OC)c3ccccc3c21,9.1
COc1ccc(N(CC(=O)Nc2ccc(C)cc2C)S(C)(=O)=O)c(OC)c1,-20.7
O=C(NCc1ccco1)c1cc2n(n1)C(C(F)(F)F)CC(c1ccc(Br)cc1)N2 (centres undefined),-2.0
O=c1oc2ccccc2c(N2CCCC2)c1CN1CCCC1,-8.0
CCN1C(=O)/C(=C\c2ccc(F)cc2)C(C(=O)OC)=C1C,-7.9
CC/C(C)=N\NC(=O)c1cc(-c2ccccc2)nc2ccccc12,4.8
COc1cc(CN2CCN(C3CCC(c4ccccc4)CC3)CC2)cc(OC)c1OC (centres undefined),2.0
Cc1cc(C)n2c(SCc3ccc(Br)cc3)nnc2n1,-12.4
Cc1cccc(-n2c(SCc3ccccc3)nc3ccccc3c2=O)c1,-8.7
CCOc1ccc(S(=O)(=O)N2CCC(C)CC2)c2ccccc12,-6.5
O=c1[nH]c(=O)n(-c2ccccc2)c(O)c1N=Nc1ccc(Br)cc1,2.9
Cc1cc2nc(-c3ccccc3)cc(-c3ccccc3)n2n1,-13.8
c1n[nH]c(NCc2ccc3c(c2)OCO3)n1,-4.7
COC(=O)c1c(-c2ccccc2Cl)csc1NC(=O)CCC(=O)O,-9.6
COc1ccccc1NC(=O)c1c(NC(=O)Cc2ccccc2)sc2c1CCCCC2,-36.7
NC(=O)c1[nH]cnc1C(=O)c1ccccc1,-1.8
Cc1cccc(N2C(=O)CC(Sc3ncn[nH]3)C2=O)c1 (centres undefined),21.2
COc1ccc2ccccc2c1/C=N/NC(=O)Cc1nnc(N)s1,-5.3
O=C(NCc1ccc2c(c1)OCO2)c1cc(-c2ccccc2Cl)nc2ccccc12,5.2
Cc1cccc(N2C(=O)C3CC=CCC3C2=O)n1 (centres undefined),-10.7
CC(C)c1cccc(C(C)C)c1OCCn1ccnc1,-17.5
CCC1=NN(C(=O)c2ccccc2Br)C(O)(c2ccncc2)C1 (centres undefined),-6.6
CC(NC(=O)CN1CCOCC1)C1CC1 (centres undefined),-17.2
CC1=NN(c2ccc(C)c(C)c2)C(=O)/C1=C/c1ccc([N+](=O)[O-])o1,-25.3
CC(C)=C1C2CCC1C(C(=O)NC1CCCCC1)C2C(=O)O (centres undefined),-19.2
O=C1C(=O)c2ccccc2C(O)=C1CC(=O)c1ccccc1,-5.7
O=C(c1ccc(-c2ccccc2)cc1)N1CCN(Cc2ccccn2)CC1,8.0
O=CNc1nc(C2COc3ccccc3O2)cs1 (centres undefined),-11.4
O=C(/C=C\c1ccco1)c1ccc(-n2nncc2C23CC4CC(CC(C4)C2)C3)cc1,27.3

Going on with the list.
structure,VHR inh color
CCCc1ccc(OCC(=O)Nc2cccc(F)c2)cc1,-9.2
O=C(O)CN1C(=O)/C(=C\c2ccc(Cl)c(Cl)c2)SC1=S,-33.2
CCCCOc1ccc(C(=O)NCc2cccc3ccccc23)cc1,7.8
COc1ccc(C2=NN(CN3C(=O)C(=O)c4cc(Br)ccc43)C(c3cccc([N+](=O)[O-])c3)C2)cc1 (centres undefined),-11.8
O=C(NC(=S)Nc1ccccc1)c1ccc(Cl)cc1,-0.9
CC1(C)CC(N2CN=C(N)N(C#N)C2)CC(C)(C)N1,-19.1
O=C(O)c1ccc(-c2cc([N+](=O)[O-])ccc2Cl)o1,-7.0
Cc1ccnc(NC(=O)C(c2ccccc2)c2ccccc2)c1,-29.7
O=c1oc2c(O)c(O)ccc2c2c1CCC2,3.0
C/C(=N\Nc1c(Cl)cc(Cl)cc1Cl)c1ccccn1,-26.1
Cc1ccc(N2C(=O)C3CC=C(c4ccccc4)CC3C2=O)cc1 (centres undefined),-0.8
Cc1cccc(N2CCN(C(=O)c3ccc(C(C)(C)C)cc3)CC2)c1C,1.4
Cc1ccc(-c2nc3c(c(-c4ccc(C)cc4)n2)CCCC3)cc1,-7.6
O=C1/C(=C\c2ccsc2)SC(=S)N1Cc1ccccc1,17.0
Cc1ccccc1C(=O)N1c2c(C)cccc2C(Nc2ccccc2)CC1C (centres undefined),-31.6
O=c1/c(=C\c2cn[nH]c2-c2ccccc2)sc2nc3ccccc3n12,-21.0
C=CCSc1nc2ccccc2n1C(=O)CN1C(=O)c2ccccc2C1=O,-34.3
O=C1C2CC=C(Cl)CC2C(=O)N1CCc1c[nH]c2ccccc12 (centres undefined),-31.1
O=C(COc1ccc2ccccc2c1)N1CCN(c2ccc([N+](=O)[O-])cc2)CC1,5.8
O=C1c2ccc([N+](=O)[O-])cc2C(=O)C1c1ccc2ccccc2n1 (centres undefined),99.3
CCCC(=O)Nc1cc(-c2nc3cc(Cl)ccc3o2)ccc1C,-2.8

Screens from PubChem.
